NPYLR7 agonist: mosquito NPYLR7 agonism; HEK293T NPYLR7/Galpha15, GCaMP6s calcium fluorescence; activation, % at 10 µM; 270,000 compounds, 0.15% hits; AID 1259423; in the data active = activation above about 40%;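 note: 0% = vehicle and 100% = reference agonist at the receptor; some compounds past the cut are filed as inactive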
mcGAS lum: blocks mouse cGAS activity; recombinant cGAS, Kinase-Glo ATP depletion luminescence; AID 1259399; 160,000 compounds, 0.15% hits; inhibition, % at 12.5 µM;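 note: 0% = negative control wells and 100% = reference inhibitor with no enzyme activity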
hcGAS inh: inhibitors of human cGAS; 290,000 compounds, 0.081% hits; inhibition, % at 12.5 µM; recombinant h-cGAS, ATP depletion, Kinase-Glo luminescence; AID 1259398;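 note: 0% = vehicle reaction and 100% = reaction without DNA for no activity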
Target sequence (Q8N884 whole entry, looked up): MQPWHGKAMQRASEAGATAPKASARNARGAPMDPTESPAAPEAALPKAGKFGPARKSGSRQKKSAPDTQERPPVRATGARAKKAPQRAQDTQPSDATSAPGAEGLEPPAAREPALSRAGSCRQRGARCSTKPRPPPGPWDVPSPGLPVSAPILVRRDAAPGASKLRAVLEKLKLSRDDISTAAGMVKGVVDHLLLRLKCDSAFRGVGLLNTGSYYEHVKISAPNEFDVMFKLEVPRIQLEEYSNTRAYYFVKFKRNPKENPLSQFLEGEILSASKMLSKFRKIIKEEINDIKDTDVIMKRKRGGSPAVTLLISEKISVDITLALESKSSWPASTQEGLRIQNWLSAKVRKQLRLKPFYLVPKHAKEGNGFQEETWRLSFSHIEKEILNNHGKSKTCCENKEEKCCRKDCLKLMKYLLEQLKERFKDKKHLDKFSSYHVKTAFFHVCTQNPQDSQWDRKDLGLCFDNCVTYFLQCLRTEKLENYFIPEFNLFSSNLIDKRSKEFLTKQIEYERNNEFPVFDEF
* hit, by the source's call; . = not tested or not shown; & = joins results of further samples. Cut-off read from the data, not from the text of the source, unless noted: active = inhibition above about 40%; inactive = the rest. Random draw from the library; 0.29% or so of the library scored in one or more.

SMILES	NPYLR7 agonist	mcGAS lum	hcGAS inh
CCOC(=O)C1CCCN(C(=O)c2coc(CN(Cc3ccc4c(c3)OCO4)Cc3ccccc3Cl)n2)C1 (stereo not given)	-1	-4	0
O=c1[nH]nc(SCc2ccc(Cl)cc2)n2nc(-c3ccco3)cc12	.	3	3
CC(=O)N1Cc2ccccc2C[C@H]1C(=O)N(C)Cc1cnc(C)s1	3	-11	-7
O=C(Nc1cc(Cl)ccc1Cl)C1CCCN1CCn1c(=O)oc2ccccc21 (stereo not given)	3	.	-10
CC(C)=CC(=O)N1CCC2(CCCN(Cc3ccc(F)cc3)C2)C1 (stereo not given)	5	.	-8
Cc1cccc(C2=N/C(=C/c3cccs3)C(=O)O2)c1	-5	.	-3
O=C(CN1C(=O)CCC1=O)N1CCN(Cc2nc3ccccc3n2Cc2ccccc2)CC1	-1	.	2
CC(=O)c1c(C)[nH]c(C(=O)OCC(=O)c2cc(C)n(CC3CCCO3)c2C)c1C (stereo not given)	-1	.	-3
Cc1ccc(C)c(NC(=O)CSc2nnc(CNC(=O)c3ccco3)n2-c2ccc(F)cc2)c1	10	-4	-5
O=C(CNC(=O)c1cccc([N+](=O)[O-])c1)Nc1ccc(N2CCCC2)cc1	12	-8	-14
Nc1nc(CN2CCN(c3ccc(F)cc3)CC2)cs1	2	.	-4
O=C(OCc1nc(C(=O)NCCOc2ccccc2)cs1)c1ccccc1	-3	-3	-4
Cc1ccc2c(c1)nc(C(F)(F)F)n2C1CCN(C(=O)C2CCCC2)CC1	-4	-9	-7
O=C(Nc1cccc(Cn2ccnc2)c1)C1CCCC1	-4	.	6
CC(OC(=O)CCc1ccc2c(c1)OCCO2)C(=O)Nc1ccc(Cl)cn1 (stereo not given)	9	.	-6
CN(C(=O)CSc1nnc(N2CCCCC2)n1C1CC1)c1ccccc1	2	-8	-3
CC(C)c1nc2scc(-c3ccccc3Cl)c2c(=O)[nH]1	-2	.	-6
CCOC(=O)c1nn(CC)c(Oc2ccc(N)cc2S(=O)(=O)NC(C)(C)C)c1C	19	.	-6
Cc1cc(C(=O)NC2CCN(Cc3ccccc3)CC2)nc2cc(C(C)(C)C)nn12	1	-8	-5
COC(=O)Cn1c(=NC(=O)c2ccc(Cl)s2)sc2cc(F)ccc21	1	.	-4

Profiles, looked up by structure. Order of screens: NPYLR7 agonist | mcGAS lum | hcGAS inh
`Cc1cccc(C2=N/C(=C/c3cccs3)C(=O)O2)c1` in the list: -5 | . | -3
`Cc1ccc(C)c(NC(=O)CSc2nnc(CNC(=O)c3ccco3)n2-c2ccc(F)cc2)c1` in the list: 10 | -4 | -5

The results go on:
SMILES	NPYLR7 agonist	mcGAS lum	hcGAS inh
c1ccc(OCCCN2CCCc3c2[nH]c2ccccc32)cc1	-3	-3	-9
COc1ccc(C2(C)NC(=O)N(CC(=O)NC(C)C(C)C)C2=O)cc1 (stereo not given)	-3	-3	0
Cc1cc(CCC(=O)NCC(N)=O)ccc1Br	-9	.	0
O=C(c1ccnc(N2CCCC2)n1)N1CCCC(n2cncn2)C1 (stereo not given)	5	.	-10
COCC1(C(=O)NCc2cccnc2Oc2ccc(C)nc2)CCC1	4	-18	-3
CCCCNC(=O)CSc1nnc(-c2ccc(OCC)cc2)o1	-2	.	-8
COc1ccc(C2(C)NC(=O)N(CC3CCCCC3)C2=O)cc1 (stereo not given)	1	.	-6
Cc1ccc(NS(=O)(=O)c2ccc(C(=O)NC(C)C(N)=O)cc2)cc1C (stereo not given)	-1	.	0
COC(=O)c1cccc(NC(=O)CCc2ccccc2C#N)c1	5	.	-14
COCCNC(=O)c1ccc(CSc2nc(C)cc(N3CCN(C/C=C/c4ccccc4)CC3)n2)cc1	12	-4	-9
Cn1ccc(CC(=O)N2CCCC(C(=O)Nc3ccc(-c4ccco4)cc3)C2)c1 (stereo not given)	-1	-3	-4
CNC(=S)NC(C)C1CC2CCC1C2 (stereo not given)	1	.	2
COc1ccccc1C(=O)Nc1cccc(-c2nc3ccc(C)cc3o2)c1	1	0	-1
COc1cc(NC(=O)CN2CCCC2Cn2cccn2)cc(OC)c1 (stereo not given)	26	.	-1
CCCc1c(C(=O)NCc2ccccn2)cnn1-c1ccccc1C	.	3	-4
COc1ccc2c(c1)CCc1c(-c3ccc(C(=O)NCCF)cc3)n[nH]c1-2	4	-4	-1
CCN(Cc1cccnc1)C(=O)CC1C(=O)NCCN1Cc1ccc(C)o1 (stereo not given)	12	.	-5
O=C(c1cccs1)N1N=C(c2cccs2)CC1c1ccc(Cl)o1 (stereo not given)	8	-2	-2
CS(=O)(=O)c1ccc(C(NC(=O)C(c2ccccc2)C2CCCCC2)c2ccc3c(c2)CCO3)cc1 (stereo not given)	-9	-3	-4
CC1CCc2c(sc(NC(=O)Cn3cnc([N+](=O)[O-])n3)c2C#N)C1 (stereo not given)	-8	-6	-4
C=CCn1c(SCc2ccc(C(=O)N3CCN(CC)CC3)cc2)nnc1-c1ccc(C)cc1	-5	-5	-6
O=S(=O)(Cc1ccccc1Cl)Oc1cccc2cccnc12	-6	-3	-6
COc1ccc(C2CCCCCN2Cc2nc3ccccc3c(=O)[nH]2)cc1 (stereo not given)	6	6	6
Cc1cc(Br)ccc1N1C(=O)/C(=C/c2ccc(-c3ccc([N+](=O)[O-])cc3)o2)C=C1c1ccccc1	-1	-5	-7
CCOC(=O)C1=C(CN2CCOC(c3ccc(F)cc3)C2)NC(=O)NC1 (stereo not given)	3	.	-7
CCOC(=O)C1C(=O)C=C(c2cccc(OC)c2)CC1c1cccs1 (stereo not given)	4	-4	-4
COc1ccc(CCOC(=O)[C@@H]2CCCN2C(=O)c2c(-c3ccccc3Cl)noc2C)cc1OC	-3	-5	-12
NC(=O)Cn1c(CO)cnc1SCC(=O)Nc1ccc(C(N)=O)cc1	6	.	-5
FC(F)(F)c1cccc2c(N3C[C@@H]4[C@H](C3)[C@H]3CC[C@@H]4O3)ccnc12	6	.	-8
Cc1cccc(NC(=S)Nn2cnnc2)c1C	-6	-6	-2
CCCn1c(=O)c2c(nc3n2CCCN3c2ccc(OCC)cc2)n(C)c1=O	20	.	-6
CC1CCN(c2nc3ccccc3nc2C(C#N)C(=O)OC2CCCCC2)CC1 (stereo not given)	8	-11	-5
COc1cc(/C=N\N=C2/NC(=O)C(CC(=O)Nc3ccc(C)c(Cl)c3)S2)ccc1O (stereo not given)	-1	0	3
O=C(Nc1cccc2c1CCN(Cc1cccc3c1OCO3)C2)c1ccncc1	10	.	-1
CCn1c(SCc2ccc(C(=O)Nc3ccc(C)c(C)c3)cc2)nnc1-c1cccc(OC)c1	4	-6	-2
CN1CCCc2cc(CNC(=O)N3CCOC(c4ccccc4)C3)ccc21 (stereo not given)	-25	.	3
CCCCCCCOc1ccc(C(=O)NC2C=CC(C(C(=O)OC)c3ccc(OC)cc3)C2)cc1 (stereo not given)	7	-7	-6
COc1ccc(C(=O)OC2C=C(C)CCC34OC(=O)C(C)C3CC(=O)C24C)cc1 (stereo not given)	-10	-1	2
CC(Nc1ccc(-c2ccccc2)cc1)C(=O)NC(C)(C#N)C(C)C (stereo not given)	6	.	-14
CC(/C=C1\N=C(c2cccc(Cl)c2Cl)OC1=O)=C\c1ccccc1	-2	.	3
COc1ccc(CN(C)C(=O)CC(=O)Nc2cc(C)cc(C)c2)c2cccnc12	16	-12	-5
C=CCCC(O)CN(CCN1CCOCC1)Cc1c(-c2ccccc2)noc1N1CCOCC1 (stereo not given)	2	-4	-2
O=C(CCn1ccc(=O)[nH]c1=O)NC1CCCN(C2CCCCCC2)C1 (stereo not given)	4	.	-9
Cn1cc(C2CCN(C(=O)c3c(F)cccc3C(F)(F)F)CC2)c2ccccc21	34	-8	-6
O=C1C2C3C=CC(C2C(=O)N1C1CCCCC1)C1C2C(=O)N(C4CCCCC4)C(=O)C2C31 (stereo not given)	-7	-2	-1
Cc1ccccc1C(=O)N1CCCC1(C)C(=O)O (stereo not given)	1	.	-13
CCN(CC)c1ccc(C2NC(=O)NC(C)=C2C(=O)OC2CCC(C)CC2)cc1 (stereo not given)	3	.	-8
CCS(=O)(=O)N1CCCN(c2nc3ccccc3c3nnc(-c4cccs4)n23)CC1	4	.	-6
O=C1CSC(=NCc2ccccc2)N1/N=C\c1ccc(Br)cc1	0	.	-7
CCCOc1cc2nnnn2c(SC)n1	-1	.	-6
CC1=CC2=C(OC1N(C)C)c1cccc3cccc(c13)C2=O (stereo not given)	-1	.	17
Cc1nc(CN(C)Cc2nc3ccccc3n2CC(C)C)no1	0	.	0
N#CC1C(=N)Oc2cc(N)ccc2C1c1ccc(Cl)cc1 (stereo not given)	5	0	1
Cc1ccc2cccc(OC(=O)C=Cc3cccc(F)c3)c2n1	-7	.	-3
Cc1cccc2cc(CO)c(N3CCCC(CO)(Cc4ccccc4)C3)nc12 (stereo not given)	13&-3	.	-4&0
CC(C)C1CN(c2cncc(C(=O)N3CCCC3)n2)CCCN1CC1CC1 (stereo not given)	-2	.	-9
CN(C)S(=O)(=O)c1cccc(C(=O)NNC(=O)CC2CCCC2)c1	1	-5	-5
Cc1nnsc1CN(C)C(=O)C1CC(=O)N(CC(C)C)C1 (stereo not given)	1	.	-3
C=CCN(Cc1csc(COc2cccc(C)c2C)n1)C(=O)NCC	-2	-3	-1
O=C(CN1C(=O)C(=O)N(CCC2=CCCCC2)C1=O)NC1CCS(=O)(=O)C1 (stereo not given)	-2	.	-1

Additional records follow.
SMILES	NPYLR7 agonist	mcGAS lum	hcGAS inh
CC(NC(=O)c1cccc(Nc2cnccn2)c1)C1COc2ccccc21 (stereo not given)	9	.	-1
CN(Cc1n[nH]c2c1CCCC2)c1ccc(-c2nccn2C)nn1	7	.	-3
CCOC(=O)CCC(=O)Nc1ccc(-c2cccc(-c3ccc4c(c3)OCCO4)n2)cc1	18	-5	-8
CCOC(=O)CC(=O)CSc1nc(-c2cccs2)cc(-c2ccc(OC)cc2)c1C#N	-6	-2	-2
N#Cc1cnn(CCNC(=O)N2CCC3(CCCCC3)C2)c1	1	-3	4
CN(C)S(=O)(=O)c1ccc(C(=O)NCc2c(-c3ccc(F)cc3)nc3n2CCS3)cc1	-3	4	4
S=C(NC1CCCCC1)N1CCC(C2C=NC=N2)CC1 (stereo not given)	0	-5	-9
O=C(/C=C/c1ccccc1Br)Nc1cccc(CN2CCOCC2)c1	8	.	-7
CCc1nc2ccc(C(=O)NCCN3CCCC3)cn2c1N(CC)Cc1ccc(OC)c(OC)c1	10	-2	-3
CC(=O)N[C@@H]1C[C@H](Cc2ccccc2)O[C@H](c2c(Cl)nc3sccn23)C1	10	.	-4
CC(CC#N)N(C)C(=O)CC(C)(C)c1ccccc1 (stereo not given)	0	.	-91
CCCn1ncc(-c2ccnc(NC3CC(C)(C)NC(C)(C)C3)n2)c1C	13	-10	-4
Cc1ccc2c(c1)CCN1C(=O)CN(C(=O)c3ccc(-c4cccc(Cl)c4)s3)CC21 (stereo not given)	-4	-7	-3
CN1CCc2c(sc(NC(=O)CS(=O)(=O)c3ccccc3)c2-c2nc3ccccc3s2)C1	20	-3	-8
Cc1c(C)n2c3c(=O)[nH]c(=O)n(C)c3nc2n1CCCNc1ccc(Oc2ccccc2)cc1	2	.	-6
Cc1cc(=O)[nH]c(-n2nc(C)c(CCC(=O)NC(C)CCc3ccccc3)c2C)n1 (stereo not given)	3	.	-2
O=C(c1ccc(Cl)cc1Cl)N1CCN(c2ccccn2)CC1	-2	-5	-6
c1cc(CNC2CCCCCC2)cs1	2	-3	-5

Among those listed so far, 15 contain an aryl methoxy group.
SMILES	NPYLR7 agonist	mcGAS lum	hcGAS inh
COc1ccc(C2(C)NC(=O)N(CC(=O)NC(C)C(C)C)C2=O)cc1 (stereo not given)	-3	-3	0
COc1ccc(C2(C)NC(=O)N(CC3CCCCC3)C2=O)cc1 (stereo not given)	1	.	-6
COc1ccccc1C(=O)Nc1cccc(-c2nc3ccc(C)cc3o2)c1	1	0	-1
COc1cc(NC(=O)CN2CCCC2Cn2cccn2)cc(OC)c1 (stereo not given)	26	.	-1
COc1ccc2c(c1)CCc1c(-c3ccc(C(=O)NCCF)cc3)n[nH]c1-2	4	-4	-1
COc1ccc(C2CCCCCN2Cc2nc3ccccc3c(=O)[nH]2)cc1 (stereo not given)	6	6	6
CCOC(=O)C1C(=O)C=C(c2cccc(OC)c2)CC1c1cccs1 (stereo not given)	4	-4	-4
COc1ccc(CCOC(=O)[C@@H]2CCCN2C(=O)c2c(-c3ccccc3Cl)noc2C)cc1OC	-3	-5	-12
COc1cc(/C=N\N=C2/NC(=O)C(CC(=O)Nc3ccc(C)c(Cl)c3)S2)ccc1O (stereo not given)	-1	0	3
CCn1c(SCc2ccc(C(=O)Nc3ccc(C)c(C)c3)cc2)nnc1-c1cccc(OC)c1	4	-6	-2
CCCCCCCOc1ccc(C(=O)NC2C=CC(C(C(=O)OC)c3ccc(OC)cc3)C2)cc1 (stereo not given)	7	-7	-6
COc1ccc(C(=O)OC2C=C(C)CCC34OC(=O)C(C)C3CC(=O)C24C)cc1 (stereo not given)	-10	-1	2
COc1ccc(CN(C)C(=O)CC(=O)Nc2cc(C)cc(C)c2)c2cccnc12	16	-12	-5
CCOC(=O)CC(=O)CSc1nc(-c2cccs2)cc(-c2ccc(OC)cc2)c1C#N	-6	-2	-2
CCc1nc2ccc(C(=O)NCCN3CCCC3)cn2c1N(CC)Cc1ccc(OC)c(OC)c1	10	-2	-3

Assay outcomes deposited in PubChem BioAssay by Fisher Drug Discovery Resource Center.
